Rpn11 block: Rpn11 (PSMD14) deubiquitinase inhibitors, primary screen, biochemical, fluorescence polarization, uHTS; AID 588493, 2011; calls only at 20 µM; human 26S proteasome, Ub4-pepOG fluorescence polarization; 20S core pre-blocked with epoxomicin; 26S proteasome non-ATPase regulatory subunit 14 (Homo sapiens), O00487; hit rate 0.59% among 360,000;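 active means inhibition at 20 µM, scaled to each plate's controls, above about 33%, limit read from the data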
NadD inh: inhibitors of S. aureus NadD, primary screen, biochemical, colorimetric, uHTS; hit rate 0.78% among 360,000; AID 602399, 2012; inhibition, % at 20 µM; purified NadD enzyme, colorimetric absorbance read-out; Nicotinate-nucleotide adenylyltransferase NadD (Staphylococcus aureus N315); in the data active means inhibition above about 26%; further: some compounds past the cut are filed as inactive
SUMO1-SIM PPI: modulators of SUMO1 protein-protein interactions, primary screen, biochemical, uHTS; AID 602429, 2012; SUMO1 binding to a labelled peptide, TR-FRET, 1 h; Small ubiquitin-related modifier 1 (Homo sapiens), P63165; inhibition, % at 20 µM; hit rate 0.33% among 360,000; in the data active means inhibition above about 37%
LMPTP block: LMPTP phosphatase inhibitors, primary screen, biochemical, fluorescence intensity, uHTS | recombinant LMPTP-A, OMFP fluorogenic substrate | inhibition, % at 20 µM | hit rate 0.22% among 360,000;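 active means compounds that cut the enzyme signal by at least half of the control window in the single-dose screen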;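 further: plate controls were DMSO wells with enzyme plus substrate for no effect and substrate without enzyme for full effect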
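Buffer or medium: Bis-Tris pH 6.0, DTT, detergent; Assay system: LMPTP-A enzyme; Quantity: 0.625 nM enzyme; Detection: endpoint fluorescence intensity; Times: 50 min dark incubation at room temperature; Controls: substrate-only low control, DMSO enzyme-plus-substrate high control; Doses: single 20 µM dose; Read-out: percent inhibition versus substrate-only and uninhibited controls; Reagent: 400 µM OMFP.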
STEP inh: STEP phosphatase inhibitors, primary screen, biochemical, fluorescence intensity, uHTS | Tyrosine-protein phosphatase non-receptor type 5 (Homo sapiens), P54829 | recombinant STEP, OMFP fluorogenic substrate | inhibition, % at 20 µM | hit rate 0.25% among 360,000 | AID 588621, 2011;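 active means inhibition at 20 µM, scaled per plate between control wells, above about 37%, limit read from the data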;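 further: 0% = DMSO with enzyme and substrate and 100% = substrate only without enzyme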
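Assay system: isolated STEP enzyme / Timing: 20 min at room temperature, dark / Doses: 20 µM, 1% DMSO / Technique: fluorescence intensity, excitation 480 nm, emission 540 nm / Reagent: fluorogenic phosphatase substrate OMFP at 25 µM final / Measure: percent inhibition scaled to no-enzyme and uninhibited-enzyme controls, plate-pattern corrected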
CSN inh: inhibitors of CSN-mediated cullin deneddylation, primary screen, biochemical, fluorescence polarization, uHTS | Purified CSN, SCF-Nedd8-OG deneddylation | hit rate 0.38% among 360,000 | inhibition, % at 12.5 µM;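 active means pattern-corrected inhibition above about 35%, with an unprinted fluorescence ratio check between 0.5 and 1.5, limit read from the data, passing the limit was not always enough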;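 further: 0% = enzyme with substrate and 100% = substrate without enzyme; some results filed as inactive read as strong as hits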
Target sequence (Q92905 whole entry, looked up, one chain of several): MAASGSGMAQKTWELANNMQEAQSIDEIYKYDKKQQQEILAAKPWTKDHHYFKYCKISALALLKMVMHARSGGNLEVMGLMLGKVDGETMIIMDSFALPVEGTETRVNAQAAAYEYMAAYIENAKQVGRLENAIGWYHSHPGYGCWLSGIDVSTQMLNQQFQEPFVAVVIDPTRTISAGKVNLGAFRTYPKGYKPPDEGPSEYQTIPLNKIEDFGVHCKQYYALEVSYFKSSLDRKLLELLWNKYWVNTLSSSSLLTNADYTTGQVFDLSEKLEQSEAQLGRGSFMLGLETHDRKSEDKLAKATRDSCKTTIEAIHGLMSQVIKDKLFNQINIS
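Material: purified human Csn5 enzyme expressed in HEK293T cells / Medium: Tris buffer pH 7.5, NaCl, DTT, Tween-20, trehalose, ovalbumin / Compound dosing: 12.5 µM single point / Schedule: 90 min incubation of compound, enzyme and substrate at room temperature / Signal: fluorescence polarization of the substrate / Control set: no-enzyme wells high, enzyme-with-substrate wells low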
Scp-1 inhibitor: Scp-1 phosphatase inhibitors, primary screen, biochemical, colorimetric, uHTS | Recombinant Scp1, phosphopeptide, malachite green phosphate absorbance | inhibition, % at 20 µM | Carboxy-terminal domain RNA polymerase II polypeptide A small phosphatase 1 (Homo … | hit rate 0.88% among 340,000;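 active means inhibition above about 50% at 20 µM, limit read from the data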;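 further: plate controls were DMSO wells with enzyme for no effect and wells lacking enzyme for full effect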
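Test system: SCP-1 phosphatase catalytic domain, residues 76-261; measured by: colorimetric phosphate reagent with accelerator and stabiliser, absorbance at 630 nm; timing: enzyme reaction 45 min at room temperature, colour 5 min, stabilisation 30 min; also added: Phosphorylated 17-residue peptide substrate; compound dosing: one concentration, 20 µM, with 1.0% DMSO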
DNMT1 inh: human DNMT1 methyltransferase inhibitors, primary screen, biochemical, molecular beacon, fluorescence, HinP1I cleavage, uHTS | inhibition (reported as % activation of signal), % at 10 µM | hit rate 0.83% among 360,000; in the data active means inhibition above about 50%
Neddylation inh: inhibitors of cullin neddylation, primary screen, biochemical, TR-FRET, uHTS, NAE and Ubc12; AID 651699, 2012; calls only at 25 µM; hit rate 0.58% among 360,000; NEDD8-conjugating enzyme Ubc12 (Homo sapiens) + NEDD8-activating enzyme E1 regulatory …; in the data active means inhibition above about 36%
Target sequence (P61081 whole entry, looked up): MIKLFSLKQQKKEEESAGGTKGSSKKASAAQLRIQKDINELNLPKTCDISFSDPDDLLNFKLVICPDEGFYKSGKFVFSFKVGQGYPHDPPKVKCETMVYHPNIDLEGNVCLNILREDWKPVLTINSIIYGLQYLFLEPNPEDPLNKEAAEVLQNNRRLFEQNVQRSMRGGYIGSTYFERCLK
Target sequence (Q13564 whole entry, looked up): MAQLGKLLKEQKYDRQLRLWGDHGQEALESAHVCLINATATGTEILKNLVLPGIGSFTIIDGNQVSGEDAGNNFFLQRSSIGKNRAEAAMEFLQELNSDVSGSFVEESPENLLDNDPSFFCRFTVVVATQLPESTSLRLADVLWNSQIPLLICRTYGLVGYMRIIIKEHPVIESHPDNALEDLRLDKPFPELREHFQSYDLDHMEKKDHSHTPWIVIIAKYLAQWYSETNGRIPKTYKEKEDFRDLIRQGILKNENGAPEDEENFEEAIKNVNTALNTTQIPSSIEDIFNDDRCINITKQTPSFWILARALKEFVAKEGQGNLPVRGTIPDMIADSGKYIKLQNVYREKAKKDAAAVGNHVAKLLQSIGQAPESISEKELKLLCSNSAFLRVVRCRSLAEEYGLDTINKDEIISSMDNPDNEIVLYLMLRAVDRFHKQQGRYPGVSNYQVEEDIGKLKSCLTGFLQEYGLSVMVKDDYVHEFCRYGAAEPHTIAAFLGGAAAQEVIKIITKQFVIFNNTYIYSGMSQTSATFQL
Rin1-Abl PPI inh: inhibitors of Rin1-Abl protein binding, primary screen, biochemical, TR-FRET; inhibition, % at 7.35 µM; Tyrosine-protein kinase ABL1 (Homo sapiens) + Ras and Rab interactor 1 (Homo sapiens), …; hit rate 0.4% among 360,000; AID 588664, 2011; in the data active means inhibition above about 5%, passing the limit was not always enough
An asterisk follows results filed as active; i = inactive; nt = no result given; + = active, no number.

#1 NC(=O)CC(NC(=O)Cc1ccc(Br)cc1)c1ccc(NCCc2ccc(Cl)cc2)c([N+](=O)[O-])c1 (stereo not drawn)
#2 O=C(Oc1coc(CSc2ncccn2)cc1=O)c1ccc(Br)o1
#3 CCCCS(=O)(=O)Nc1ccc2ncn(C)c(=O)c2c1
#4 Nc1n[nH]c(-c2ccccc2)c1-c1ccccc1
#5 CCO[C@H]1OC(C(=O)NC2CC2)=C[C@@H](C2CC2)[C@@H]1CCCO
#6 CC(NC(=O)CSCc1ccc(Br)cc1)c1ccccc1 (stereo not drawn)
#7 CN(C)C(CNc1nnnn1-c1ccccc1)c1ccco1 (stereo not drawn)
#8 CCN(CC)CCNC(=O)CCc1nn(C)c(=O)c2ccccc12

entry no.	1	2	3	4	5	6	7	8
Rpn11 block	+	i	i	i	i	i	i	i
NadD inh	-8	-6	-2	-3	-6	-6	8	6
SUMO1-SIM PPI	-4	-1	5	1	5	1	1	-2
LMPTP block	2.7	-1.7	-1.0	-1.0	-0.8	1.0	0.7	-0.4
STEP inh	3	0	-1	0	5	5	4	-21
CSN inh	10	0	5	-3	1	2	-1	-1
Scp-1 inhibitor	-4	-8	-1	4	-10	-9	-4	2
DNMT1 inh	58*	9	2	-2	0	-1	-6	0
Neddylation inh	i	i	nt	i	i	i	i	i
Rin1-Abl PPI inh	1	-1	-2	-3	5	2	0	3

Structural class, the compounds so far with sulfur
#2 O=C(Oc1coc(CSc2ncccn2)cc1=O)c1ccc(Br)o1
#3 CCCCS(=O)(=O)Nc1ccc2ncn(C)c(=O)c2c1
#6 CC(NC(=O)CSCc1ccc(Br)cc1)c1ccccc1 (stereo not drawn)

entry no.	2	3	6
Rpn11 block	i	i	i
NadD inh	-6	-2	-6
SUMO1-SIM PPI	-1	5	1
LMPTP block	-1.7	-1.0	1.0
STEP inh	0	-1	5
CSN inh	0	5	2
Scp-1 inhibitor	-8	-1	-9
DNMT1 inh	9	2	-1
Neddylation inh	i	nt	i
Rin1-Abl PPI inh	-1	-2	2

(more compounds)
#9 COc1cccc(NC(=O)CN(C)C(=O)c2cc(CN3C(=O)c4ccccc4C3=O)ccc2OC)c1
#10 CCOC(=O)C(C(=O)OCC)N(C#N)c1nc(C)cc(C)n1
#11 CCOC(=O)N/N=C(\C)c1ccc(Oc2ncccn2)cc1
#12 CCN(CC)S(=O)(=O)c1ccc(Cl)c(C(=O)Oc2cccnc2)c1
#13 Cn1cnnc1SCC(=O)NCCc1ccc(Cl)cc1Cl
#14 CCOc1ccc(/C=N/Nc2nncc(-c3ccccc3)n2)cc1OC
#15 O=C1CC(N2CCN(c3ccc(F)cc3)CC2)C(=O)N1c1ccc2c(c1)OCO2 (stereo not drawn)
#16 CCN(CC)S(=O)(=O)c1ccc(N2CCCC2)c(NC(=O)Cc2cc(OC)c(OC)c(OC)c2)c1

entry no.	9	10	11	12	13	14	15	16
Rpn11 block	i	i	i	i	i	i	i	i
NadD inh	-4	2	5	-1	-6	16	4	1
SUMO1-SIM PPI	-14	1	-1	2	-1	-5	2	-1
LMPTP block	-0.1	-2.3	-2.3	-0.3	-0.2	2.1	-0.7	0.4
STEP inh	1	-5	-1	1	-1	0	1	3
CSN inh	-7	0	-2	7	9	-1	-1	4
Scp-1 inhibitor	4	-9	-8	0	-5	-5	1	-5
DNMT1 inh	2	5	-1	-1	0	-4	4	-5
Neddylation inh	i	i	i	i	i	i	i	i
Rin1-Abl PPI inh	-3	-6	-1	1	4	0	0	2

#17 CCCS(=O)(=O)NC(=O)C1(C)CCN(C(=O)c2ccc(OC)c(F)c2)C1 (stereo not drawn)
#18 COc1cccc(CSc2nc3ccccc3cc2C=O)c1
#19 C=CCSC1=C(C#N)C(c2ccccc2C)CC(=O)N1 (stereo not drawn)
#20 Cc1ccc(C)c(NC(=O)COC(=O)Cc2ccsc2)c1
#21 COC(=O)c1cn(CC(C)n2c(=O)c3ccccc3n2Cc2cc(C(C)C)no2)nn1 (stereo not drawn)
#22 CC1CCN(C(=O)CCNC(=O)Cn2cnc3sc4c(c3c2=O)CCCC4)CC1
#23 C/C(=N\NC(=O)c1ccccc1F)c1ccc(C#N)cc1
#24 O=C1CC(c2ccccc2)CC(O)=C1C=Nc1cccc(Cl)c1 (stereo not drawn)

entry no.	17	18	19	20	21	22	23	24
Rpn11 block	i	i	i	i	nt	i	i	i
NadD inh	-6	8	-1	-3	nt	0	-6	-7
SUMO1-SIM PPI	2	-4	-3	-1	2	3	-5	-6
LMPTP block	1.1	2.6	0.0	1.0	-0.7	-0.9	-0.6	0.2
STEP inh	7	1	-3	-4	nt	-2	2	0
CSN inh	0	4	0	4	2	125*	-5	-3
Scp-1 inhibitor	nt	-11	0	0	nt	3	-1	-15
DNMT1 inh	1	-1	-4	9	nt	6	0	-1
Neddylation inh	i	i	i	i	nt	i	i	i
Rin1-Abl PPI inh	-4	-3	0	2	nt	-2	4	0

Arranged by SMILES length (smallest number first): some entries from above
#20 Cc1ccc(C)c(NC(=O)COC(=O)Cc2ccsc2)c1
#22 CC1CCN(C(=O)CCNC(=O)Cn2cnc3sc4c(c3c2=O)CCCC4)CC1
#17 CCCS(=O)(=O)NC(=O)C1(C)CCN(C(=O)c2ccc(OC)c(F)c2)C1 (stereo not drawn)

entry no.	20	22	17
Rpn11 block	i	i	i
NadD inh	-3	0	-6
SUMO1-SIM PPI	-1	3	2
LMPTP block	1.0	-0.9	1.1
STEP inh	-4	-2	7
CSN inh	4	125*	0
Scp-1 inhibitor	0	3	nt
DNMT1 inh	9	6	1
Neddylation inh	i	i	i
Rin1-Abl PPI inh	2	-2	-4

More compounds.
#25 Cc1ccc(Cc2c(C)nc3nc(SCC(=O)NCCCN4CCOCC4)nn3c2C)cc1
#26 CN(C)CCNC(=O)/C(=C/c1ccc(-c2cccc(Cl)c2)o1)NC(=O)c1ccccc1
#27 O=[N+]([O-])c1ccc(Sc2ncccn2)c([N+](=O)[O-])c1
#28 Cc1nnc(SC(C)C(=O)Nc2nccs2)s1 (stereo not drawn)
#29 Cn1c(=N)n(CC(=O)c2ccccc2)c2ccccc21
#30 CC(c1ccccc1)C1C(C#N)=C(N)OC2=C1C(=O)CCC2 (stereo not drawn)
#31 O=C(NCCc1ccccc1)C(=O)c1c(-c2ccccc2)cc2ccccn12
#32 CCn1c(CC(=O)Nc2ccccc2F)nnc1SCC(=O)NC1CCCC1

entry no.	25	26	27	28	29	30	31	32
Rpn11 block	i	i	i	i	i	i	i	i
NadD inh	-1	-3	-4	14	-8	1	-8	-2
SUMO1-SIM PPI	-2	-7	-37	1	2	6	-6	1
LMPTP block	-8.0	-3.0	0.2	-1.1	-1.4	0.6	1.2	-1.0
STEP inh	-2	-2	2	-1	-3	1	4	0
CSN inh	1	-6	0	-6	-2	4	-12	7
Scp-1 inhibitor	-31	-5	-4	13	-10	-11	-4	1
DNMT1 inh	0	-6	14	-4	1	1	10	2
Neddylation inh	i	i	i	i	i	i	i	i
Rin1-Abl PPI inh	-2	2	1	2	-3	-1	-3	1

#33 COC(=O)c1ccc(S(=O)(=O)N2CCCCCC2)cc1
#34 COCCN(CCOC)C(=O)CC(=O)N(CCOC)CCOC
#35 O=C(N/N=C/C=C/c1ccccc1)c1cccnc1
#36 COc1cc(C2C(C#N)=C(N)Oc3cc(C)oc(=O)c32)cc2c1OCO2 (stereo not drawn)
#37 CN1CCN(S(=O)(=O)c2cccc(C(=O)Oc3cccc(Br)c3)c2)CC1
#38 CCC(CC)C(=O)N(C)c1c(C)nc2c(OCc3ccc(C#N)cc3)cccn12
#39 Cc1ccc(C)n1NC(=O)c1ccc([N+](=O)[O-])cc1
#40 Cc1nnc(SCCCOc2ccccc2)nc1C

entry no.	33	34	35	36	37	38	39	40
Rpn11 block	i	i	i	i	i	i	i	i
NadD inh	-2	1	1	9	-6	-4	-1	-1
SUMO1-SIM PPI	1	3	-21	46*	6	3	-20	1
LMPTP block	-2.3	-1.8	-2.3	1.4	0.3	-1.3	0.3	-0.9
STEP inh	-4	-2	9	-1	0	-1	0	0
CSN inh	-2	1	0	13	-3	1	1	-6
Scp-1 inhibitor	-2	2	-4	3	-2	nt	1	1
DNMT1 inh	3	-1	-1	19	20	-5	-4	39
Neddylation inh	i	i	i	i	i	i	i	i
Rin1-Abl PPI inh	1	-1	-5	-2	3	4	3	-4

#41 COc1ccc(NC(=O)CN(C)C(=O)c2cc(-c3ccco3)nc3ccccc23)cc1
#42 CCS(=O)(=O)N1Cc2ccccc2CC1C(=O)Nc1ccc(C)cc1 (stereo not drawn)
#43 CCSc1nc2ccccc2c(=O)n1OCC(=O)OC
#44 CC1(C)C2CC=C(/C=N/NC(=S)NCCc3ccccc3)C1C2 (stereo not drawn)
#45 Clc1cccc(-c2nn3c(Cn4cnc5ccccc54)nnc3s2)c1
#46 CCc1cc(=O)oc2cc(OC(C)C(=O)NCc3ccccn3)ccc12 (stereo not drawn)
#47 Cc1ccc(/C=N/NC(=O)Cc2cccn2C)cc1
#48 O=C(COC(=O)c1ccccc1NCc1ccco1)Nc1ccc2c(c1)OCO2
#49 COc1cccc(/C=C2\Oc3cc(OCC(=O)N4CCC[C@H]4C(=O)O)ccc3C2=O)c1
#50 CC(/C=C/c1ccco1)=N/NC(=O)c1ccc(C)nc1
#51 CCc1cccc(CC)c1NC(=O)CN1CCc2cc(OC)c(OC)cc2C1

entry no.	41	42	43	44	45	46	47	48	49	50	51
Rpn11 block	i	i	i	i	i	i	i	i	i	i	i
NadD inh	23	9	-2	1	14	-2	-1	-4	8	-1	0
SUMO1-SIM PPI	10	3	3	-1	6	0	-1	0	-12	-10	4
LMPTP block	45	0.7	-1.3	4.3	0.4	0.4	-0.4	-1.5	-0.2	-2.2	-1.4
STEP inh	10	0	6	-2	11	0	3	-2	-1	-1	-3
CSN inh	46	1	-2	0	5	-4	-2	-3	5	2	-2
Scp-1 inhibitor	73*	-4	-8	-8	3	-2	-4	-6	-1	-5	nt
DNMT1 inh	99*	-7	1	2	0	1	-1	17	-7	3	3
Neddylation inh	i	i	i	i	i	i	i	i	i	i	i
Rin1-Abl PPI inh	1	-3	-5	2	-5	2	-3	3	-4	0	4

Screens: PubChem BioAssay, several laboratories
